Pin1 inh: inhibitors of human Pin1; Q13526; actives 0.009% (n = 390,000); Pin1 FP peptide displacement, HiFluor488, 10 min; Potency, µM (series often up to 115 µM), for the others: at the top dose activity, negative = inhibition, actives largely listed as inhibitors; active = well fitted inhibition curve with a large enough effect in the polarisation, with a control signal flat, not every such curve was filed as active; inconclusive = small, poorly fitted or top-dose-only effect, or effect the other way, or a change in a side signal; inactive = no such curve, though single readings can be large or run the other way; the % refers to the polarisation; note: potency is the fitted concentration of half-maximal effect; % is set by controls: 0 for no effect and ±100 for the full control effect
Target sequence (Q13526 whole entry, looked up): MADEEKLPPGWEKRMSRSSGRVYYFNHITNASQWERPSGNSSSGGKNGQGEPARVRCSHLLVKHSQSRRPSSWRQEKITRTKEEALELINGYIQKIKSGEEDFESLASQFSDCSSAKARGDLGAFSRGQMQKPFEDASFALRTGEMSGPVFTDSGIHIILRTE
GLS inhibitor: glutaminase GLS (human) inhibition | GLS enzymatic activity, qHTS titration | Potency, µM (doses to about 45.5 µM), for inactives: at the highest dose activity change, negative = inhibition, most hits filed as inhibitors | actives 0.21% (n = 410,000) | AID 624170; note: potency is the fitted concentration of half-maximal effect; % is set by controls: 0 for no effect and ±100 for the full control effect
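Read-out is an Amplex red fluorescence increase coupled through glutamate oxidase and HRP, measured before and after 30 min room-temperature incubation. hKGA is in 45 mM KH2PO4 (pH 8.2) with 0.02% Tween-20; glutamine added as 1mM solution.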
HP1b chromo inh: inhibitors of HP1-beta chromodomain binding to methylated histone tails. P83916. Potency, µM (doses to about 114 µM), for the others: top-dose activity change, negative = inhibition, actives largely listed as inhibitors. AlphaScreen HP1-beta / biotin-H3K9me3 peptide binding. actives 0.56% (n = 390,000); note: potency is the fitted concentration of half-maximal effect; nearly all actives have a fitted effect of over 70% in size; inactives centre near 23
Target sequence (P83916 whole entry, looked up): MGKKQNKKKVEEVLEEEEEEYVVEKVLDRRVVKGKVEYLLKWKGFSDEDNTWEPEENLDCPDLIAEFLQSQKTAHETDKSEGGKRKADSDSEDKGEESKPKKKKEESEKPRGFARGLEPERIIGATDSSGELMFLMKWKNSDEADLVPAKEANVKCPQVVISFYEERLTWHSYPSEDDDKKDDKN
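AlphaScreen: HP1-beta (50 nM) preformed 30 min with biotin-H3(1-18)K9me3 peptide (50 nM) in PBS pH 7.4, 0.01% Tween-20. Compound added for 30 min at RT, then streptavidin donor/nickel chelate acceptor beads (10 ug/mL) for 30 min.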
POLH inh: inhibitors of human DNA polymerase eta; Q9Y253; recombinant Pol eta, fluorescent DNA replication assay; Potency, µM (doses to about 114 µM), inactives show top-dose activity change, negative = inhibition, most hits filed as inhibitors; actives 1.2% (n = 390,000); note: potency is the fitted concentration of half-maximal effect; % is set by controls: 0 for no effect and ±100 for the full control effect
Target sequence (Q9Y253 whole entry, looked up): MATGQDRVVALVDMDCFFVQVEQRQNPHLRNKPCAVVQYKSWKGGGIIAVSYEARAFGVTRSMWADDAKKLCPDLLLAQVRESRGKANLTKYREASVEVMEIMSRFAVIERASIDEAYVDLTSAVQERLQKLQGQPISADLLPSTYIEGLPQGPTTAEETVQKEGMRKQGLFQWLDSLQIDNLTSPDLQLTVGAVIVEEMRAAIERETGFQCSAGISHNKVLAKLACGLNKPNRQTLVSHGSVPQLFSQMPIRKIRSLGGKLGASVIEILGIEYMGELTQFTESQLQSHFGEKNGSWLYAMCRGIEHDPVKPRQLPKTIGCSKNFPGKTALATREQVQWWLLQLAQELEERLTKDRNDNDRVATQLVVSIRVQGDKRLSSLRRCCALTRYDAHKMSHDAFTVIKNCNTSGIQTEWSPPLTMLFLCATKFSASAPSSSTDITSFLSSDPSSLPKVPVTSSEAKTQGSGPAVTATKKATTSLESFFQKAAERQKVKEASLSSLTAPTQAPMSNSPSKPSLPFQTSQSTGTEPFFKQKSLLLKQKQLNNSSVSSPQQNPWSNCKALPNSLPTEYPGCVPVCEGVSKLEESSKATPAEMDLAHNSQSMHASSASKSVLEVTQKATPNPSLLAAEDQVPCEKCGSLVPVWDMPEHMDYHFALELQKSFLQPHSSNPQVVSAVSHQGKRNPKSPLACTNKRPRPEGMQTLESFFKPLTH
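Fluorescent replication assay: 50 nM final substrate added after a 15 min room-temperature compound preincubation with 10 nM enzyme. Signal taken at 0 min and again at 10 min.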
JMJD2A Tudor: inhibitors of human JMJD2A Tudor domain. O75164. AlphaScreen JMJD2A-Tudor / H3K4me3 peptide binding. actives 4.4% (n = 390,000). Potency, µM (highest dose often 114 µM), inactives show at the highest dose activity change, negative = inhibition, usual class: inhibitors. AID 504339; note: potency is the fitted concentration of half-maximal effect; % is set by controls: 0 for no effect and ±100 for the full control effect; nearly all actives have a fitted effect of over 50% in size
PGK inhibitor: T. brucei PGK inhibition | actives 0.043% (n = 380,000) | P07378 | Potency, µM (top dose mostly 57.5 µM), inactives show at the highest dose activity change, negative = inhibition, hits mostly inhibitors | AID 602233 | PGK/GAPDH coupled, Kinase-Glo luminescence, 60 min; note: potency is the fitted concentration of half-maximal effect; % is set by controls: 0 for no effect and ±100 for the full control effect; nearly all actives have a fitted effect of over 60% in size
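Luminescent ATP detection (Kinase-Glo Plus) follows a 60-minute room-temperature incubation, with wells lacking PGK as controls. Buffer: 100 mM TEA (pH 7.6), 5 mM MgCl2, 0.01% Tween-20. Coupling enzyme GAPDH (100 nM final) supplies unstable 1,3-BPG in-well.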
PI4K2A block: inhibitors of human PI4K2A; purified PI4K2A, ADP-Glo luminescence, 1 h; hits give low values; Q9BTU6; actives 0.13% (n = 420,000); AID 1346378; activity change, negative = inhibition, % at 76.9 µM; in the data active = activity change below about -50%; inconclusive = mostly about -30% to -49%;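 note: -100% = wells without enzyme as full effect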
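PI4K2A activity was measured by ADP-Glo luminescence: enzyme (4 ug/mL stock) and phosphatidylinositol (1.2 mM stock) in Tris pH 7.5/MgCl2/EGTA/Triton X-100 buffer were reacted with ATP (300 microM stock) for one hour at ambient temperature.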
G9a inh: blocks human histone lysine methyltransferase G9a; G9a H3K9 monomethylation, AlphaScreen, 2 h; Potency, µM (doses to about 102 µM), for the others: at the highest dose activity, negative = inhibition, hits mostly inhibitors; actives 8.8% (n = 350,000); note: potency is the fitted concentration of half-maximal effect; % is set by controls: 0 for no effect and ±100 for the full control effect; nearly all actives have a fitted effect of over 75% in size
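Compounds were preincubated with 20 nM G9a for 15 min, after which biotinylated H3K9 peptide (500 nM) and SAM (20 uM) started a 2 h room-temperature reaction. Monomethylated product was quantified by antibody-based AlphaScreen chemiluminescence.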
BAZ2B inh: blocks human BAZ2B; AlphaScreen BAZ2B-H3K14Ac peptide displacement; Q9UIF8; Potency, µM (top dose mostly 114 µM), inactives show at the highest dose activity change, negative = inhibition, most hits filed as inhibitors; actives 4.4% (n = 360,000); note: potency is the fitted concentration of half-maximal effect; % is set by controls: 0 for no effect and ±100 for the full control effect; nearly all actives have a fitted effect of over 60% in size
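Compounds, titrated to a top concentration of 110 uM, were incubated 30 min at room temperature with preformed BAZ2B/acetyl-K14 H3 peptide complex (50 nM each). Proximity signal was measured by AlphaScreen after 20 min with beads.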
Numbers without * were called inactive; i = inactive; ? = inconclusive; . = no result given; & = joins results of further samples; [ ] = another dose, or the depositor's remark. Unless noted, calls come from the whole dose curve; as a rule, active = well fitted curve in the direction sought with a large enough effect; inconclusive = small, poorly fitted or top-dose-only effect, or another doubt; inactive = no such curve, though single readings can be large; an effect the other way counts as inactive or inconclusive. A portion of the library; the hit share may differ from the screen's.

SMILES	Pin1 inh	GLS inhibitor	HP1b chromo inh	POLH inh	JMJD2A Tudor	PGK inhibitor	PI4K2A block	G9a inh	BAZ2B inh
CS/C(=N\S(=O)(=O)c1cccs1)NC(=O)CSc1nc2ccccc2s1	?	?	39.9%&5.8%[activator]	50.1µM*	?	-14.2%&-7.7%	-2.7&-8.8	?	?
COc1ccc(/C=C2\N=C(C)OC2=O)cc1OC	-6.4%	14.0%	10.9%	-19.3%	1.0%	4.7%	5.6	35.5µM*	-0.5%
O=C(CN1CCCCC1)Nc1ccc(NC(=O)c2ccccc2Cl)cc1Cl	6.6%	0.8%	7.4%	-14.5%	-19.0%	7.0%	4.1	10µM*	-4.8%
CCN(C(=O)CSc1ncnc2sc(C)c(C)c12)C1CCS(=O)(=O)C1 (centres undefined)	1.4%	20.2%	9.9%	-7.5%	-12.4%	-3.6%	5.2	-2.0%	-6.6%
O=C(CCCC(=O)OCC(F)(F)C(F)F)Nc1nccs1	-7.2%	1.0%	9.8%	-5.7%	-11.9%	-9.5%[11.5 µM]	-3.3	4.0%[12.7 µM]	-1.8%
O=C(CCc1nnc(Cc2ccc(-c3ccccc3)cc2)o1)NCCc1ccccn1	2.3%	-12.6%	38.0%	-21.0%	-11.0%	-6.8%	-0.9	-8.0%	-22.5%
COc1cc(NC(=O)N2CCC(CN3CCc4ccccc4C3)CC2)cc(OC)c1	-7.5%	8.7%	19.1%	-14.0%	-16.2%	15.1%	5.0	-1.9%[59 µM]	-3.0%
CC1Cc2ccccc2N1C(=O)CN1CCN(S(=O)(=O)c2ccc3c(c2)OCCCO3)CC1 (centres undefined)	.	-0.4%	.	-6.8%	.	0.8%	-3.0	.	.
O=C(NCc1cccs1)C1CCCN1C(=O)NC1CCCCC1 (centres undefined)	0.0%	-1.7%	35.3%	-3.5%	-8.6%	-5.2%	-2.1	0.2%	3.6%
COc1ccc(C(=O)NNC(=O)Cc2ccc(Cl)cc2)cc1	-1.1%	4.1%	27.0%	-18.2%	-9.6%	-3.2%	-2.8	.	-11.6%
O=C(CSc1nccn1Cc1ccccc1)Nc1nccs1	-0.3%	2.6%	4.1%	-12.2%	-23.2%	-0.2%	3.0	-28.0%[12.7 µM]	-29.0%
CCOc1ccccc1C(=O)NCC(=O)NCC1CCCCC1	-4.4%	2.2%	22.6%	-3.2%	-4.5%	-5.8%	1.9	6.0%	2.6%
O=C1/C(=C/c2ccc(N3CCOCC3)o2)SC(=Nc2ccccc2)N1CCc1c[nH]c2ccccc12	?	?	-38.3%	-5.1%	?	-0.7%	-3.5	?	?
O=C(c1cc(-c2ccccc2O)on1)N1CCCCC1	0.6%	4.1%	46.6%[activator]	.	-1.7%	.	-2.8	1.6%[59 µM]	-1.1%
CC(=O)Nc1ccc(S(=O)(=O)N[C@H](C(=O)O)C(C)C)cc1	1.2%	-21.0%	34.1%	-17.2%	-9.0%	-8.5%	5.3	4.0%[59 µM]	.
COc1cc(C(=O)N2CCN(C(=O)CC(C)C)CC2)cc(OC)c1OC	0.6%	3.1%	14.4%	-5.9%	0.6%	-2.5%	7.7	10.6%[59 µM]	-1.8%
COc1ccc2cc(C3(C)NC(=O)N(CC(=O)NCc4ccco4)C3=O)ccc2c1 (centres undefined)	0.6%	4.2%	6.5%	-13.4%	-21.5%	-6.5%	-0.9	-32.3%[59 µM]	?
COc1ccc(N2CCN(Cc3nc(-c4ccc(C)cc4)no3)CC2)cc1	-2.4%	-4.2%	?	-16.6%	?	i	1.8	?	?
C=CCn1c(SCC(=O)NC2CCCCC2)nnc1C1CCCCC1	0.1%	0.8%	8.9%	-7.1%	-6.3%	-6.4%	-1.9	-0.8%	0.5%
CN(C)S(=O)(=O)N(CC(=O)N1CCN(Cc2ccccc2)CC1)c1ccccc1	2.7%	3.6%	33.5%	-5.0%	-8.9%	1.6%	0.0	13.3%	-0.6%
CN(C)C(=O)NC(Nc1cccc([N+](=O)[O-])c1)C(Cl)(Cl)Cl (centres undefined)	-0.7%	30.7%[activator]	-9.5%	1.7%	-19.6%	-9.7%	-3.0	?	-0.2%
CCc1ccc(OCc2nnc(SCc3ccc(C(=O)O)cc3)o2)cc1	6.5%	13.5%	.	-2.8%	-15.8%	2.2%	-2.3	.	?
CC1CCCN(C(=O)Cn2c(=O)n(CC3CCC(C(=O)NC(C)C)CC3)c(=O)c3sccc32)C1 (centres undefined)	-1.4%	-0.4%	135.3%[activator]	-18.8%	-7.3%	-9.5%	-1.9	22.7%[59 µM]	18.1%
CCOc1ccc(CCNC(=O)c2ccc(N3CCCC3=O)cc2)cc1OCC	-1.1%	6.5%	34.4%[activator]	-3.0%	-14.3%	-5.4%	2.7	0.2%[59 µM]	5.3%
C=CCn1cc(C(=O)NCCCOC)c(=O)c2cc(S(=O)(=O)N(CC)CC)ccc21	5.1%	-29.1%	21.2%	-3.9%	-2.3%	-5.7%	3.5	14.1%[59 µM]	5.5%
CC(=O)N1CCC2(CC1)CC(=O)c1cc(Cl)ccc1O2	7.4%	2.0%	16.6%	-1.8%	-22.7%	i	4.6	.	.
COc1ccc(OC)c(/C=N/NC(=O)c2cc(-c3ccc(C)o3)nc3ccccc23)c1	28.2%	-1.7%	31.8%	?	-14.8%	-8.0%	-0.8	10.1%[59 µM]	-3.3%
Cc1cc(C)cc(OCCCCn2cncn2)c1	-11.9%	-5.3%	?	-8.4%	28.2µM*	1.3%	2.0	10µM*	?
Cc1cc(CNC(=O)COc2ccc(C)c(C)c2)c2ccccc2n1	-0.3%	2.1%	34.6%	-17.9%	-10.3%	-7.5%	3.7	11.4%	-2.1%
COc1ccc(CNC(=O)c2cc(C)nn2-c2ccccc2)cc1	-8.3%	-9.9%	75.7%[activator]	?	-7.4%[11.4 µM]	-7.8%	8.8	35.5%	-11.5%
CN(C(=O)Nc1cn(C)c(=O)c2ccccc12)c1ccccc1	-10.9%	8.3%	7.5%	1.1%	-12.9%	-8.2%	?	?	-3.4%
c1cnc2c(c1)ncc1cscc12	1.9%	2.2%	38.2%	-5.9%	2.0%	-0.7%	2.8	0.2%[59 µM]	3.8%
CCOC(=O)CC(=O)CSC1=C(C#N)C(c2ccccc2OC)CC(=O)N1 (centres undefined)	26.4%	11.0%	47.3%[activator]	-8.3%	-10.7%	2.2%	-5.2	6.7%[2.33 µM]	-6.1%
COc1ccccc1-n1c(C)nnc1SCC(N)=O	-3.8%	-0.9%	11.9%	-8.1%	-13.3%	-2.2%	-2.7	-34.7%[59 µM]	8.7%
COCCCn1c(=N)c(C(=O)NCC2CCCO2)cc2c(=O)n3ccccc3nc21 (centres undefined)	?	4.0%	10.0%	13.7%	-8.9%	-4.8%	4.5	?	-7.1%
CCc1ccc(NS(=O)(=O)c2ccc(OC)c3ncccc23)cc1	-1.5%	-4.7%	33.3%	-8.5%	-21.4%	-9.7%	3.6	-3.0%	-3.4%[57.1 µM]
CSc1cccc(NC(=O)CNC(=O)C2CCCCC2)c1	-0.5%	0.7%	32.8%	-6.3%	-9.8%	-0.3%	3.5	18.5%	-8.2%
CCC(C)(C)C1CCC2(CC1)NC(=O)N(CC(=O)NCCc1ccc(OC)c(OC)c1)C2=O (centres undefined)	1.9%	0.0%	8.3%	-1.5%	-17.1%	i	0.3	33.6%[12.7 µM]	3.8%
CCCS(=O)(=O)N1CCN(c2ccccn2)CC1	1.2%	2.2%	13.3%	1.3%	-18.0%	i	-10.7	11.9%	-6.6%
CN(C)c1ccc(/C(=N\O)C(F)(F)F)cc1	-2.7%	14.1%	-3.2%	-15.4%	-33.3%	0.0%	3.9	-7.8%[59 µM]	9.2%
CCNS(=O)(=O)c1ccc2c(c1)NCC2	-4.2%	10.2%	17.0%	-17.3%	-11.9%	-2.9%	-1.8	5.7%[59 µM]	4.2%
Cc1cccc(OCC(=O)Nc2ccc(OCc3cc(=O)n4cc(C)ccc4n3)cc2)c1	1.1%	2.5%	30.6%[57 µM]	-16.1%	-3.2%	i	-1.8	-0.7%[59 µM]	4.5%
CC(=O)/C(N=Nc1ccc(OC(F)(F)F)cc1)=C(\C)O	4.2%	-13.3%	26.1%	-16.3%	-10.5%	1.3%	8.7	15.4%	-18.8%
COc1ccc(-c2nc(CS(=O)(=O)CC(=O)NCc3cccc(OC)c3OC)c(C)o2)cc1	2.0%	6.9%	12.9%	-7.1%	-21.1%	-9.9%	8.6	9.0%	-3.5%
NC(=O)C1CCN(C(=O)C2CC(=O)N(c3ccc(F)cc3)C2)CC1 (centres undefined)	2.8%	5.4%	34.2%	-1.0%	-3.4%	3.8%	-2.2	?	2.0%
CC1(c2ccccc2)C(C#N)C(=O)NC(=O)C1C#N (centres undefined)	-2.6%	3.5%	28.4%[57 µM]	-18.0%	-9.7%	-2.1%	1.3	.	.
COc1ccc(-c2noc(N3CCC(C(=O)Nc4cccc(C)c4C)CC3)n2)cc1	-2.1%	-3.2%	26.4%[57 µM]	-10.5%	-0.6%	1.3%	2.3	-3.5%[59 µM]	10.6%
COc1ccc(C(C)=O)cc1CSc1nc(C)cc(C)n1	2.1%	0.0%	61.5%[activator]	-13.8%	11.3%	3.3%	0.9	-2.5%	-2.1%

Assay outcomes: PubChem BioAssay, National Center for Advancing Translational Sciences (NCATS)
